Compound activity (PubChem BioAssay)
TbREL1 inh = TbREL1 inhibition, primary screen; 0.49% of 89,000 active; P86926; inhibition, % at 9.66 µM; TbREL1 RNA ligation, FRET fluorescence;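 active = inhibition above the mean inhibition across all screened compounds plus 3 SD, cut at about 11% in these data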;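 note: 0% = plate median of test wells and 100% = NSC42067 control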
Target sequence (P86926 whole entry, looked up): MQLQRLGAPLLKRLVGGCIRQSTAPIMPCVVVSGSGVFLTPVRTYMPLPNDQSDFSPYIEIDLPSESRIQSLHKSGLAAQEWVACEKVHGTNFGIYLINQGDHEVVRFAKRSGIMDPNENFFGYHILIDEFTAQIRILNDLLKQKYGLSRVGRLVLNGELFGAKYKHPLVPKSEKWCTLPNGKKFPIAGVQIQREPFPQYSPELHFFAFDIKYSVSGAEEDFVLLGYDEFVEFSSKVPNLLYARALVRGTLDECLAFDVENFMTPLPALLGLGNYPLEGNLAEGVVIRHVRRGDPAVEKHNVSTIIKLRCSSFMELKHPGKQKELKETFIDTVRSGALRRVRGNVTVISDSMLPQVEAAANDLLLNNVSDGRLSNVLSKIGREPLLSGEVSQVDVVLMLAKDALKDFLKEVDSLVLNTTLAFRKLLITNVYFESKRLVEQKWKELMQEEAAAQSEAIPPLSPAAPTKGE
Numbers without * were called inactive.

SMILES	TbREL1 inh
COc1ccc(Cl)cc1NC(=O)Nc1cccc([N+](=O)[O-])c1C	2
COc1cccc(-c2nn(-c3ccccc3)cc2C(=O)NCC(=O)O)c1	0
Cc1nn(-c2ccc(Cl)c(Cl)c2)c(C)c1C(=O)O	4
C=CCCN(C(CC(C)C)C(=O)OC)S(=O)(=O)c1ccccc1Br (stereo not drawn)	1
Cc1ccc2c(c1)N(CCC(=O)NCCCOC(C)C)C(=O)C(C)O2 (stereo not drawn)	-3
C#CCOC(=O)C[N+](C)(C)CC#Cc1ccccc1	4
COc1ccc(-c2ccc(-c3nnc(Cc4ccc(OC)c(OC)c4)o3)cc2)cc1	-1
CCOC(=O)C1CCCN(Cc2cccc(Cl)c2)C1 (stereo not drawn)	4
O=C(CC(c1ccccc1)c1cc(Br)ccc1O)NCc1ccco1 (stereo not drawn)	1
Cc1ccnc(OC(C(=O)O)C(OCc2ccccc2)(c2ccc(F)cc2)c2ccc(F)cc2)n1 (stereo not drawn)	7
O=C(C1CCCN1S(=O)(=O)c1cccc2cccnc12)N1CCc2ccccc21 (stereo not drawn)	-1
COC(=O)c1cc(-c2cccc3c2sc2ccccc23)c(=O)n2c1CCC2	8
CCOCCCNS(=O)(=O)c1ccc(OC)c(Cl)c1Cl	0
CC(NC(=O)CN1C(=O)NC(c2ccccc2)(c2ccccc2)C1=O)c1cccs1 (stereo not drawn)	2
COc1ccc(-c2noc(C3CCCN(C(=O)Nc4cccc(C)c4)C3)n2)cc1 (stereo not drawn)	4
COc1ccc(Cc2c(-c3ccccc3)nc3ccc(Cl)cn23)c(C)c1	-2
CC(C)Cc1ccc(S(=O)(=O)Nc2ccccn2)cc1	1
O=C(CSc1n[nH]c(-c2ccccn2)n1)Nc1ccccc1F	-1
Cc1cc(C(=O)NNC(=S)NCc2ccccc2)cs1	-6
Cc1ccccc1CN1CCN(C2CCC2)CC1CCO (stereo not drawn)	-2

The last 2 records of the part before come first, to join the parts.
SMILES	TbREL1 inh
Cc1cc(C(=O)NNC(=S)NCc2ccccc2)cs1	-6
Cc1ccccc1CN1CCN(C2CCC2)CC1CCO (stereo not drawn)	-2
CCc1ccc(OCC(=O)Nc2ccc(N3CCN(C(=O)c4ccccc4)CC3)cc2)cc1	2
C/C(=N\NC(N)=O)C1CC(CC(C)C)C(=O)O1 (stereo not drawn)	1
O=C(Cn1cc(C(F)(F)F)cc(Cl)c1=O)NCc1ccc(F)cc1	1
O=C(NCc1cccc(C(F)(F)F)c1)C1CCN(c2ncccn2)CC1	0
O=C(Nc1ccc2oc(-c3ccncc3)nc2c1)c1c(F)c(F)c(F)c(F)c1F	0
CCc1ccc(N(CC(=O)NCC2CCCO2)C(=O)CCC(=O)Nc2nccs2)cc1 (stereo not drawn)	3
COc1ccc2c(c1)C(CC(C)=O)N(c1ccc(-c3cccs3)cc1)C(c1ccsc1)=C2 (stereo not drawn)	4
Cc1cccc(NC(=O)CNC(=O)CN2C(=O)NC3(CCc4ccccc43)C2=O)c1C (stereo not drawn)	-2
CC(NC(=O)c1c(N)[nH]c(C(=O)c2ccccc2)c1-c1ccccc1Br)c1cccc2ccccc12 (stereo not drawn)	2
CC(C)c1ccc(OCC(=O)N2CCc3ccccc3C2)cc1	0
N#Cc1ccccc1NC(=O)COC(=O)c1ccc2c(c1)OCCO2	5
CCN1CCN(c2ccc(S(=O)(=O)N3CCCCC3)cc2NC(=O)COc2ccc(Cl)c(C)c2)CC1	-6
CN1CCN(c2ccc(S(=O)(=O)N3CCCCC3)cc2NC(=O)Cc2ccccc2F)CC1	-1
CC(NC(=O)c1ccc(NC(=O)CC2SC(N3CCCC3)=NC2=O)cc1)c1ccccc1 (stereo not drawn)	-4
CSc1ccc(C(=O)C2CCCN(C(=O)c3ccc4c(c3)OCO4)C2)cc1 (stereo not drawn)	-1
COc1ccc(C(=O)Nc2nccs2)cc1OC	1
COc1ccc(NC(=O)CCNC(=O)c2ccco2)cc1Cl	2
Cc1ccc(NC(=O)CSC2=C(C#N)C(c3ccc4c(c3)OCO4)C3=C(CCCC3=O)N2)c(C)c1 (stereo not drawn)	-2
O=S1(=O)c2ccc(N3CC[C@H](O)C3)cc2O[C@H]2CCN1C2	5
Nc1ccccc1-c1nnc(SCc2ccccc2Cl)[nH]c1=O	0
CCOC(=O)CNc1ncnc2nc[nH]c12	8
CCOC(=O)c1ccc(NS(=O)(=O)N2CCCCCC2)cc1	-3
Cc1ccc(-c2cccc(C3CC=CC4C3C(=O)N(Cc3ccccc3)C4c3cc(C)ccc3F)c2)cc1 (stereo not drawn)	0
O=C(NCC(=O)N(c1ccc(F)cc1)C(C(=O)NC1CCCC1)c1cccnc1)c1cccs1 (stereo not drawn)	-4
C(=C\c1ccccc1)/C=N/Nc1nc(N2CCCCC2)nc(N2CCCCC2)n1	-2
CCCC(=O)c1ccc(N2CCN(S(=O)(=O)c3ccccc3)CC2)c(F)c1	-1
CCOc1ccccc1NC(=O)c1ccc2c(c1)C(=O)N(C(C)(C)C)C2=O	6
CN(C)CCCOC(=O)COc1ccc(C(C)(C)C)cc1	5
CC(C)C(NC(=O)c1ccc(C(C)(C)C)cc1)C(=O)Nc1cccc(S(N)(=O)=O)c1 (stereo not drawn)	0
Cc1ccnc(SCc2cc(=O)c(OC(=O)c3ccc(C)c([N+](=O)[O-])c3)co2)n1	6
CCOC1=C2CN(S(=O)(=O)c3ccc(C)cc3)[C@@H](c3cccc4ccccc34)C[C@H]2[C@H]2C(=O)N(c3ccccc3)C(=O)[C@H]2C1	3
CCCS(=O)(=O)N1CCCC(C(=O)NC2CCCC(C)C2C)C1 (stereo not drawn)	5
Cc1nnc(SCC(=O)Nc2sc3c(c2C(N)=O)CCC(C)C3)[nH]c1=O (stereo not drawn)	-2
CC1(C)C2CCC1(CS(=O)(=O)Nc1ccc(S(=O)(=O)N3CCCCC3)cc1)C(=O)C2 (stereo not drawn)	0
O=C(Nc1ccc(N2CCOCC2)cc1)c1cc2c(s1)CCCCC2	-7
O=C(Cn1cccc1C(=O)c1ccccc1)NCCCc1ccccc1	0
Clc1cc(Cl)cc(CSc2nnc(-c3sccc3-n3cccc3)o2)c1	2
COCCCNC(=O)C1CCN(c2ccc(N3CCOCC3)nn2)CC1	-2
Cc1cccc(NC(=S)NNC(=O)Cc2ccccc2)c1	-5
CC12CN3CCN(CC(C3)/C1=N\NC(=O)Nc1cccc(Cl)c1)C2	5
O=C(O)C1CC=CCC1C(=O)Nc1cccc(F)c1 (stereo not drawn)	2
O=C(Cn1nc2ccccc2n1)N/N=C/c1ccc(F)cc1	0
CCOC(=O)c1cccc(NC(=O)CSc2nc(N)cc(N)n2)c1	0
CCn1cc(/C=C(\NC(=O)c2ccccc2Cl)C(=O)NCCN2CCOCC2)c2ccccc21	-3
N#Cc1ccc(OCC(=O)NCCCn2ccnc2)cc1	-2
CC(C)NC(=O)c1onc(CSc2ccccn2)c1C(=O)NC(C)C	-1
Cc1ccc(CN2C(=O)c3ccccc3C2c2nnnn2C(C)C)cc1 (stereo not drawn)	-3
O=C(CSc1nc2ccsc2c(=O)n1-c1ccccc1)N1CCCC1	-2
CCc1cccc(CC)c1NC(=O)C1CN(S(=O)(=O)c2ccccc2)CCN1S(=O)(=O)c1ccccc1 (stereo not drawn)	1
C#CCC(NC(=O)c1ccc(C#N)cc1)C(=O)NCCC (stereo not drawn)	2
O=C(Cn1c(=O)oc2cc(S(=O)(=O)N3CCCCC3)ccc21)N1CCc2ccccc2C1	-2
O=S1(=O)C[C@@H](N2CCN(CC3CC3)CC2)[C@H](COCc2ccccc2)N1	5
CCN(c1ccccc1)c1nc2ccsc2c(=O)s1	8
Cc1cc(C)nc(NC(=S)Nc2ccc(F)cc2F)c1	-2
O=C(Nc1ccc(Cl)cc1)C1CC=CCC1C(=O)OCC(F)(F)C(F)F (stereo not drawn)	3
CC1(C)CC(=O)C/C(=N\NC(=O)C2CC23CCC3)C1 (stereo not drawn)	2
O=C(Nc1cccc(S(=O)(=O)N2CCCC2)c1)c1cccnc1	-1
COc1ccc(CN(Cc2ccc(C(=O)O)cc2)C(=S)Nc2ccccc2C)cc1OC	1
COC(=O)[C@]12C[C@H](CC(=O)N3CCCCC3)C(=O)N(Cc3cccc4ccccc34)C1=C[C@H](C(C)C)O[C@@H]2C1CC1	-2
CC(C)CN(C(=O)COC(=O)CCc1c[nH]c2ccccc12)c1c(N)n(Cc2ccccc2)c(=O)[nH]c1=O	3

(continued)
SMILES	TbREL1 inh
CCc1ccc(C(=O)COC(=O)c2cncc(Br)c2)cc1	3
COc1ccc(S(=O)(=O)N2CCOCC2)cc1NC(=O)C1CC1	0
CCCCn1c(N)c(N(CCOC)C(=O)c2ccc(-c3ccc(C(C)=O)cc3)o2)c(=O)[nH]c1=O	-2
O=C(C1CCCN1S(=O)(=O)c1ccc(Br)s1)N1CCN(c2ccccc2)CC1 (stereo not drawn)	-5
CC(=O)Nc1ccc(NC(=O)C(Cc2ccccc2)NC(=O)C2CCCCC2)cc1 (stereo not drawn)	0
CCOc1ccc(Oc2ccc(S(=O)(=O)N3CCOCC3)cc2N)cc1	-7
Cc1ccccc1-c1nn(-c2ccc(F)cc2F)cc1CNCCCO	-3
Cc1cc(-c2ccccc2)c2c3c(cn2n1)c(=O)n(C)c(=O)n3C	-1
O=C(NNC1=Nc2cccc3cccc1c23)c1ccccc1Br	1
CN(CCOc1ccccc1)CCOc1ccccc1	-3
Cc1ccccc1OCC(O)CN (stereo not drawn)	9
CCCS(=O)(=O)N1CCN(C2Cc3ccccc3C2)CC1	3
S=C(NCc1ccccc1)Nc1cccc2cnccc12	-1
CC(C)c1ccc(CC(=O)N2CCC2(C)C(=O)NCCC#N)cc1 (stereo not drawn)	-2
CCn1c(C)nc2cc(C(=O)NNC(=O)[C@@H](NC(=O)c3cc(OC)cc(OC)c3)C(C)C)ccc21	-5
CNS(=O)(=O)c1cccc(C(=O)OC2CCOC2=O)c1 (stereo not drawn)	-3
CC1=C(C(=O)OCc2ccccc2)C(c2ccc3c(c2)OCO3)NC(=O)N1CCCC(=O)O (stereo not drawn)	7
O=C(NCCNc1ccc([N+](=O)[O-])cc1C(F)(F)F)c1ccccc1	1
CCCCNC(=S)N(Cc1ccco1)Cc1cc2cc3c(cc2[nH]c1=O)OCCO3	-1
C[C@@H]1CCN(C2CC2)S(=O)(=O)c2ccc(N3CCC[C@@H]3CO)cc2O1	-2

Ordered by formula weight (falling): some entries from above
SMILES	TbREL1 inh
O=C(C1CCCN1S(=O)(=O)c1ccc(Br)s1)N1CCN(c2ccccc2)CC1 (stereo not drawn)	-5
CCn1c(C)nc2cc(C(=O)NNC(=O)[C@@H](NC(=O)c3cc(OC)cc(OC)c3)C(C)C)ccc21	-5
CCCCn1c(N)c(N(CCOC)C(=O)c2ccc(-c3ccc(C(C)=O)cc3)o2)c(=O)[nH]c1=O	-2
CC(=O)Nc1ccc(NC(=O)C(Cc2ccccc2)NC(=O)C2CCCCC2)cc1 (stereo not drawn)	0
CCOc1ccc(Oc2ccc(S(=O)(=O)N3CCOCC3)cc2N)cc1	-7
C[C@@H]1CCN(C2CC2)S(=O)(=O)c2ccc(N3CCC[C@@H]3CO)cc2O1	-2
O=C(NCCNc1ccc([N+](=O)[O-])cc1C(F)(F)F)c1ccccc1	1
CCc1ccc(C(=O)COC(=O)c2cncc(Br)c2)cc1	3
COc1ccc(S(=O)(=O)N2CCOCC2)cc1NC(=O)C1CC1	0
CC(C)c1ccc(CC(=O)N2CCC2(C)C(=O)NCCC#N)cc1 (stereo not drawn)	-2
CCCS(=O)(=O)N1CCN(C2Cc3ccccc3C2)CC1	3
CNS(=O)(=O)c1cccc(C(=O)OC2CCOC2=O)c1 (stereo not drawn)	-3
S=C(NCc1ccccc1)Nc1cccc2cnccc12	-1
CN(CCOc1ccccc1)CCOc1ccccc1	-3
Cc1ccccc1OCC(O)CN (stereo not drawn)	9

The list continues.
SMILES	TbREL1 inh
Cn1cc(/C=C(\NC(=O)c2ccccc2Cl)C(=O)NCCCn2ccnc2)c2ccccc21	-2
CCc1ccc(/C=N/NC(=O)Cc2ccc(OC)c(OC)c2)s1	-3
COc1ccc(C2c3ccc4ccccc4c3Oc3ncn(CCN4CCOCC4)c(=N)c32)cc1 (stereo not drawn)	5
O=S1(=O)N[C@H](Cc2ccccc2)COc2cccc(N3CCC[C@H]3CO)c21	-4
C/C(CC(=O)Nc1ccccc1C(F)(F)F)=N\NC(=O)c1cnccn1	-3
COc1cccc(-c2nn3c(-c4ccccn4)nnc3s2)c1	1
Nc1nonc1N/N=C/c1c(O)ccc2ccccc12	10
CCN(c1ccccc1)S(=O)(=O)c1ccc(C(=O)NCCc2ccc(S(N)(=O)=O)cc2)cc1	1
CCCS(=O)(=O)NC(=O)C1(C)CCN(C(=O)C2(c3ccc(Cl)cc3)CCCC2)C1 (stereo not drawn)	0
Cc1cc(Cl)ccc1OCC(=O)OCC(=O)c1c(N)n(C)c(=O)n(C)c1=O	0
O=C(NCCc1c[nH]c2ccccc12)OCc1cn(Cc2ccccc2C(F)(F)F)nn1	-5
O=c1c2ccccc2nc(COc2ccccc2)n1/N=C/c1cn[nH]c1-c1ccccc1	0
CC1CCC(NC(=O)CSc2ccc(S(=O)(=O)N(C)C)cn2)CC1 (stereo not drawn)	0
COc1ccc(Cl)cc1N(CC(=O)Nc1ccccc1SC)S(C)(=O)=O	-4
CC(C)c1ccc(-c2nc(N3CCCC3)nc3n[nH]c(N)c23)cc1	2
CC(=O)Nc1ccc(-c2ccnc3c2CC(C(=O)Nc2ccccc2)O3)cc1 (stereo not drawn)	3
Nc1ncnc2c1ncn2[C@@H]1O[C@H](C(=O)N[C@@H](CCc2ccccc2)C(=O)O)[C@@H](O)[C@H]1O	1
CCCN(C)C1CN(Cc2cn(Cc3cccc(C(F)(F)F)c3)nn2)S(=O)(=O)C1 (stereo not drawn)	2
CN(C)S(=O)(=O)c1cccc(NC(=O)c2ccccc2OCc2ccc(F)cc2)c1	3
COC(=O)CSc1nnc(-c2cccs2)o1	1
CCOc1ccc(OC(=O)c2cccc(S(=O)(=O)N3CCN(C)CC3)c2)cc1	-9
O=C(CN1C(=O)CCSc2ccccc21)Nc1cccc(F)c1	-3
COc1ccc(/C=C2/C(=O)N(c3ccccc3)N=C2C)c(OC)c1	-1

A portion of the library. The share of hits here may be higher or lower than overall.
